From PubChem BioAssay
miR122 inh: miR-122 inhibition in Huh7 cells; 340,000 tested, 0.3% active; AID 602342; activation (reporter increase), % at 12.5 µM; Huh7 miR-122 Renilla luciferase sensor, 48 h; neutral wells = 0, positive control = 100;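 active means mean replicate activation score at least 90 and every replicate individually at or above 90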;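 further: higher luciferase means less miR-122 activity so hits act as miR-122 inhibitors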
FN deposition inh: fibronectin deposition inhibition | AH1F fibroblasts, Alexa488-fibronectin deposition fluorescence, overnight | inhibition, % at 12.6 µM | 350,000 tested, 0.086% active | AID 743247;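 active means mean inhibition across replicates of 30% or more, regardless of how many single replicates reach that level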;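 further: positive control wells lacked labelled fibronectin entirely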
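Material: AH1F fibroblast monolayer depositing Alexa488-labelled fibronectin into matrix | Input: 10000 AH1F cells/well | Medium: DMEM plus 2% serum, read in PBS | Reagent: Alexa488-fibronectin, 24 nM final in well | Compound dosing: One dose per compound, pinned | Schedule: 1 h adhesion, overnight exposure | Measured by: Fluorescence at 485 nm excitation, 525 nm emission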
Statin myotox sup: suppressors of simvastatin-induced myotoxicity in C2C12 myotubes; ATP luminescence, 48 h; scaled: DMSO 0, geranylgeraniol control 100; rescue of ATP level, % at 7.49 µM; 330,000 tested, 0.78% active; AID 602340;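 active means mean ATP rescue above about 67%, or every replicate alone reaching that limit, limit read from the data, passing the limit was not always enough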;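 further: myotubes were challenged with 10 µM simvastatin during compound exposure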
PGC1a acetyl inh: modulators of PGC1a acetylation; inhibition, % at 15.6 µM; 350,000 tested, 0.17% active; AID 651687; U2OS PGC1a acetylation, AlphaScreen anti-acetyl-lysine; with virally co-expressed GCN5 acetyltransferase;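 active means every replicate shows inhibition of at least 40%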;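 further: 0% = neutral control wells and 100% = positive control wells; some results beyond the cut were filed as inactive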
PglD DTNB: blocks C. jejuni PglD acetyltransferase activity | purified PglD enzyme, DTNB colorimetric CoA detection | inhibition, % at 12.5 µM | 360,000 tested, 0.098% active; in the data active means inhibition above about 16%, passing the limit was not always enough; further: strong numbers were not always called active
CFTR F508del cor: CFTR F508del correction in bronchial cells. CFBE cells, YFP halide quenching; stimulated with forskolin plus potentiator P3; % fluorescence drop versus neutral controls. activity (quench increase), % at 7.58 µM. 350,000 tested, 0.36% active. AID 720511;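 active means mean added fluorescence quench of at least 8% versus neutral control, with both replicates also reaching 8%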;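 further: cells transiently co-express mutant CFTR-F508del with the halide-sensitive YFP; corrector assay measuring rescue of mutant channel to the surface after 24 h compound exposure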
GSIS activator: primary screen for activators of insulin secretion dependent on glucose, INS-1E cells, GLuc reporter luminescence; activation, % at 16.6 µM; AID 743287; INS-1E GLuc reporter insulin secretion, 2-3 h; 370,000 tested, 0.61% active;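 active means lowest replicate activation of at least 40%, so every replicate reaches that level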;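 further: 0% = median of neutral control wells and 100% = median of IBMX positive control wells; some compounds called inactive have numbers as strong as hits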
Cneo AK release: causes C. neoformans cell lysis. adenylate kinase release luminescence, 4 h; normalised: neutral wells 0, clomiphene wells 100. lysis activity, % at 15 µM. 360,000 tested, 0.2% active;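 active means mean lysis activity across replicates of at least 80%, whatever share of replicates individually reach that level; inactive means mean lysis activity below 80%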
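Material – Cryptococcus neoformans yeast cells · Quantity – 5 × 10^6 yeast cells/mL · Buffer or medium – YPD medium · Compound – single dose · Timing – 4 h static compound exposure, 37 °C, read 1 h post-reagent · Signal – adenylate kinase release luminescence · Read-out basis – lysis from increased AK signal · Benchmarks – Clomiphene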
* hit, by the source's call; . = not tested or not shown; & = joins results of further samples; [ ] = remark or other dose. No enrichment for hits; overall some 2.1% were active at least once.

SMILES	miR122 inh	FN deposition inh	Statin myotox sup	PGC1a acetyl inh	PglD DTNB	CFTR F508del cor	GSIS activator	Cneo AK release
Cc1cc(C)nc(N2CCC(C(=O)NCc3cccc(C(F)(F)F)c3)CC2)n1	1	.	-9	16	-3	.	.	-3
C[C@H]1CN([C@@H](C)CO)C(=O)Cc2cc(NC(=O)Nc3ccc(F)cc3)ccc2O[C@@H]1CN(C)Cc1ccc(Cl)c(Cl)c1	-4[16.7 µM]	3	46	10	4	-3.2	-23	-15
C[C@H](CO)N1C[C@H](C)[C@@H](CN(C)C(=O)Nc2ccc(F)cc2)Oc2ncc(Br)cc2C1=O	-3[16.7 µM]	-6	10	10	0	.	12	-3
CN[C@H]1CCc2cc(OC)c(OC)c(OC)c2-c2ccc(OC)c(=O)cc21	17	-33	-37	.	-4	-1.1	.	-1
CCc1nnc(NC(=O)CSC(=S)N2CCOCC2)s1	-2	.	7	.	1	2.0	5	0
COc1cccc(NCc2cc3c(C(C)(C)C)nn(-c4ccccc4)c3[nH]c2=O)c1	6	0	7	1	-3	.	-39	-1
Cc1ccccc1OCC(=O)NC1CCCCCCC1	13	-7	0	-8	-5	0.6	9	-7
CC1(C)CC(NC(=O)c2ccc(-c3ccc([N+](=O)[O-])cc3)o2)CC(C)(C)N1	-1	-16	-3	.	-2	-0.3	7	6
COc1cc(NC(=O)CSc2ccc(-c3ccco3)nn2)cc(OC)c1	-6	-23	0	2	-1	2.1	13	1
CNC[C@H]1OCCCC[C@H](C)Oc2ccc(NS(=O)(=O)c3ccc(C)cc3)cc2C(=O)N([C@@H](C)CO)C[C@H]1C	-2[16.7 µM]	0	-6	-1	0	-0.2	10	1
CO[C@H]1CN(C)C(=O)c2ccc(NC(=O)C3CC3)cc2OC[C@@H](C)N(Cc2cncnc2)C[C@H]1C	2[16.7 µM]	-4	-6	-23	.	1.9	4	.
COc1cc(SC)ccc1C(=O)OCc1nc2ccsc2c(=O)[nH]1	.	8	3	16	3	2.2	13	-1
C[C@H](CO)N1C[C@H](C)[C@@H](CN(C)S(=O)(=O)c2cccs2)Oc2ccc(NC(=O)c3ccncc3)cc2C1=O	-2[16.7 µM]	7&0	-10&-21	5	1&1	-1.8&-0.3	17&-8	0&-13
COc1ccc(CN(C)C[C@H]2Oc3c(NC(=O)Nc4cccc5ccccc45)cccc3C(=O)N([C@H](C)CO)C[C@H]2C)cc1	-2[16.7 µM]	.	3	8	2	1.0	-8	2
CC(C)[C@H](NC(=O)c1ccccc1)C(=O)NC1=NCCS1	1	0	1	18	1	0.9	.	-1
C[C@@H]1CN([C@@H](C)CO)C(=O)c2c(c3ccccc3n2C)-c2ccccc2CO[C@H]1CN(C)S(=O)(=O)c1cccc(F)c1	.	7	.	-34	2	0.4	-11	-1
COc1cccc(S(=O)(=O)Nc2ccc3c(c2)[C@H]2C[C@@H](CC(=O)O)O[C@@H](CO)[C@H]2O3)c1	.	-5	.	-3	.	0.3	-7	.
C[C@@H]1CN([C@@H](C)CO)C(=O)c2cc(NC(=O)Cc3ccccc3)ccc2O[C@@H](C)CCCCO[C@@H]1CN(C)C(=O)Cc1ccccc1	14[16.7 µM]	-1	-47	3	3	-1.1	-32	2
O=C(CSc1ccccc1)Nc1ccc2c(c1)OCO2	-10	0	6	-20	-3	1.1	1	0
CCN1C(=O)C(NC(C)=O)c2cc(OC)ccc21 (stereo not given)	2	.	2	-10	-6	.	.	7
CCOC(=O)c1c(CN2CCN(C)CC2)oc2ccc(OC)cc12	-3	.	-11	-8	-3	.	.	-1
N#Cc1cccc(-c2ccc([C@H]3[C@H](CO)N4CCCCN(C(=O)Nc5ccccc5)C[C@@H]34)cc2)c1	3[16.7 µM]	.	.	1	1	3.5	-32	1
NS(=O)(=O)c1cccc(NS(=O)(=O)c2cccc(C(F)(F)F)c2)c1	-3	0	.	8	5	3.2	21	1
C[C@@H]1CN([C@@H](C)CO)C(=O)c2cc(NS(=O)(=O)c3ccc(F)cc3)ccc2O[C@H]1CN(C)C	-5[16.7 µM]	-7	-23	2	-8	-0.9	0	-4
O=C(CSC(=S)N1CCOCC1)Nc1nccs1	.	1	.	17	.	1.3	-12	.
COC(=O)c1ccc(Cl)cc1N(Cc1c(F)cccc1Cl)S(C)(=O)=O	-1	-15	.	.	-1	0.5	.	-2
CCOc1cc(C=O)ccc1OCC(N)=O	.	3	.	-3	.	-2.9	-4	.
Cn1c(C(C#N)C(=O)c2ccco2)nc2ccccc21 (stereo not given)	53	.	-2	-9	-2	.	.	-4
CN(Cc1cccs1)C(=O)c1cccc(S(=O)(=O)N2CCCCCC2)c1	.	-4	-6	.	1	31*	-19	-2
CO[C@H]1CN(C)C(=O)c2ccc(NC(=O)c3ccccc3)cc2OC[C@H](C)NC[C@H]1C	.	-13	-1	-3	-1	-0.2	16	-2
Cc1noc(C)c1NC(=O)N(C)C[C@@H]1Oc2c(NC(=O)c3ccncc3)cccc2C(=O)N([C@H](C)CO)C[C@@H]1C	-3[16.7 µM]	-6	50&-7	11	5&-3	-1.4&3.7	8&0	1&4
COc1ccc(NC(=O)C2CC(c3ccccc3Cl)=NO2)cc1 (stereo not given)	-10	-10	2	.	-3	3.8	.	-1
CNC(=O)c1c(NC(=O)C2=COCCO2)sc2c1CCC(C)C2 (stereo not given)	.	2	-3	.	1	2.4	10	-5
C[C@H](CO)N1C[C@H](C)[C@H](CN(C)C(=O)C2CCOCC2)Oc2ncc(C#CC3(O)CCCC3)cc2C1=O	-4[16.7 µM]	.	2	9	.	-3.7	7	2
CCn1ccc(C(=O)Nc2ccsc2C(=O)OC)n1	-2	12	1	1	-6	1.3	10	0
CC(C)C(NC(=O)Nc1ccccc1)C(=O)Nc1cccc(S(=O)(=O)N(C)C)c1 (stereo not given)	12	4	-2	-3	-2	-1.6	-21	-1
COc1cc2ccccc2cc1C(=O)NC(=S)Nc1cccc(C(=O)O)c1	-5	2	.	-2	.	0.0	2	.
C/C=C/c1cnc2c(c1)C(=O)N([C@H](C)CO)C[C@@H](C)[C@@H](CN(C)C(=O)NC1CCCCC1)O2	-3[16.7 µM]	-10	22	6	0	0.5	0	-1
CCCn1nnnc1SCC(=O)N1CCCC1	5	5	.	10	6	.	.	0
C[C@@H]1CN([C@@H](C)CO)C(=O)c2cc(NC(=O)Nc3cccc4ccccc34)ccc2O[C@H]1CN(C)Cc1ccccc1	5[16.7 µM]	.	4	.	-2	2.0	-9	-2
COc1ccc(S(N)(=O)=O)cc1C(N)=O	.	-4	.	.	2	0.4	15	-3
N#Cc1c(C(F)(F)F)cc(-c2ccccc2)nc1SCCN1CCOCC1	.	.	8	-1	0	-1.8	10	1
C[C@@H]1CN([C@@H](C)CO)C(=O)Cc2cc(NC(=O)Cc3cn(C)c4ccccc34)ccc2O[C@@H]1CN(C)S(=O)(=O)c1ccccc1	-1[16.7 µM]	.	28	-17	1	0.0	-11	0
CCCCn1c(N)c(N(CCOC)C(=O)C2CCN(S(=O)(=O)c3ccc(Cl)cc3)CC2)c(=O)[nH]c1=O	-2	5	-13	7	0	1.6	12	-1
CC=Cc1ccc2n(c1=O)C[C@@H]1[C@@H](CO)[C@H](C(=O)NCC3CC3)[C@H]2N1C(=O)C1CC1 (mixture of isomers)	-1[16.7 µM]	.	-8	.	-2	-0.2	14	1
COc1cc(NS(=O)(=O)c2ccc(NC(=O)c3cccnc3)cc2)ncn1	.	.	-1	.	3	1.5	21	1
COc1ccc(CNC(=O)CCn2c(=O)[nH]c3ccccc3c2=O)cc1	.	5	.	10	.	1.3	6	.
CC(O)CNc1nc2sc3c(c2c(=O)n1Cc1ccco1)CCCCC3 (stereo not given)	.	-4	7	-5	.	0.0	-8	.
O=C(C[n+]1ccccc1)N/N=C/c1cccc(Cl)c1Cl	6	1	-10	1	7	0.7	4	-1
CCCNC(=O)N(C)C[C@@H]1Oc2cc(C#CCN(C)C)ccc2S(=O)(=O)N([C@H](C)CO)C[C@@H]1C	5[16.7 µM]	-16	-2	-3	0	0.4	9	0
O=C(Cc1ccc([N+](=O)[O-])cc1)N1CCCc2ccccc21	1	7	.	10	.	-0.6	-10	.
COCCNC(=O)C(c1ccc(F)cc1)N(C(=O)CCC(=O)Nc1ccccn1)c1cccc(C)c1 (stereo not given)	.	-11	0	.	-1	1.9	-6	0
O=C(NC1CCCCC1)c1ccc(-n2cnnn2)cc1	.	-4	.	36	.	-4.2	-9	.
CCOc1cc(NS(=O)(=O)c2ccc(Cl)cc2)c(OCC)cc1NC(=O)CC(C)C	.	-12	6	-10	-2	.	-14	1
CCOC(=O)C(C(=O)OCC)C(C)C#CCN1CCCCC1 (stereo not given)	-8	.	11	-11	-3	.	.	-8
CC(c1nnc(Sc2nnnn2-c2ccccc2)n1-c1ccc(F)cc1)N(C)C (stereo not given)	-4	-17	-15	-9	2	.	30	13
CCN1CCN(CCCNC(=O)Cn2cc3c(n2)CCCC3)CC1	-1	4	6	.	-2	1.7	5	-1
Cc1ccccc1NC(=O)c1cnc2ccccn2c1=O	-7	.	-4	9	4	.	.	-3
COc1cc(-n2c(C)nc3cc(C(=O)N4CCOCC4)ccc32)cc(OC)c1OC	0	.	-7	-11	7	.	.	1
O=C(CSc1nncn1-c1ccccc1)N1CCCC1	.	2	16	.	-3	2.0	-7	1

Full records, looked up by structure:
`N#Cc1cccc(-c2ccc([C@H]3[C@H](CO)N4CCCCN(C(=O)Nc5ccccc5)C[C@@H]34)cc2)c1` as listed: miR122 inh = 3[16.7 µM]; FN deposition inh = .; Statin myotox sup = .; PGC1a acetyl inh = 1; PglD DTNB = 1; CFTR F508del cor = 3.5; GSIS activator = -32; Cneo AK release = 1
`C[C@H]1CN([C@@H](C)CO)C(=O)Cc2cc(NC(=O)Nc3ccc(F)cc3)ccc2O[C@@H]1CN(C)Cc1ccc(Cl)c(Cl)c1` as listed: miR122 inh = -4[16.7 µM]; FN deposition inh = 3; Statin myotox sup = 46; PGC1a acetyl inh = 10; PglD DTNB = 4; CFTR F508del cor = -3.2; GSIS activator = -23; Cneo AK release = -15

Following part:
SMILES	miR122 inh	FN deposition inh	Statin myotox sup	PGC1a acetyl inh	PglD DTNB	CFTR F508del cor	GSIS activator	Cneo AK release
Cc1ccc(S(=O)(=O)c2ccccc2)cc1S(=O)(=O)N1CCOCC1	12	5	6	0	0	.	.	-1
Cc1noc(C)c1NC(=O)Nc1ccc2c(c1)C(=O)N([C@H](C)CO)C[C@@H](C)[C@H](CN(C)Cc1ccccc1)OCCCC[C@@H](C)O2	-2[16.7 µM]	1	.	11	1	-0.6	12	22
C[C@@H]1CN([C@@H](C)CO)S(=O)(=O)c2ccc(-c3ccccc3F)cc2O[C@H]1CN(C)C(=O)C1CC1	4[16.7 µM]	.	-32	-16	1	0.2	-16	-2
COCCCNC(=S)N/N=C/c1ccc(OC)cc1	0	10	-8	8	3	-2.8	-8	8
CC(=O)N(c1ccccc1)C1CCCC1	-8	2	-10	7	-2	-1.4	1	0
Cc1noc(C)c1S(=O)(=O)Nc1ccc2c(c1)CC(=O)N([C@@H](C)CO)C[C@@H](C)[C@@H](CN(C)C(=O)NC1CCCCC1)O2	-2[16.7 µM]	.	33	-1	-1	-0.1	-11	49
CCc1ncc(CN2CCCC(C(=O)Nc3ccc(-c4cscn4)cc3)C2)cn1 (stereo not given)	-4	10	15	3	2	-0.1	-4	-1
C[C@@H]1CN([C@H](C)CO)C(=O)c2cccc(NC(=O)c3ccc(-c4nccs4)cc3)c2O[C@H]1CN(C)S(=O)(=O)c1ccc(Cl)cc1	5[16.7 µM]	10	-30	5	2	-3.3	-12	3
